EPAC2 antag: antagonists of human EPAC2 | Q8WZA2 | Potency, µM (highest dose often 114 µM), for inactives: at the top dose activity, negative = inhibition, hits mostly inhibitors | EPAC2 GEF exchange of Rap1B-BODIPY-GDP, fluorescence | 360,000 compounds, 0.18% hits; also: % is scaled to controls: 0 for no effect and ±100 for the full control effect; nearly all actives have a fitted effect of over 45% in size; many of its hits are not listed in these tables
Target sequence (Q8WZA2 whole entry, looked up): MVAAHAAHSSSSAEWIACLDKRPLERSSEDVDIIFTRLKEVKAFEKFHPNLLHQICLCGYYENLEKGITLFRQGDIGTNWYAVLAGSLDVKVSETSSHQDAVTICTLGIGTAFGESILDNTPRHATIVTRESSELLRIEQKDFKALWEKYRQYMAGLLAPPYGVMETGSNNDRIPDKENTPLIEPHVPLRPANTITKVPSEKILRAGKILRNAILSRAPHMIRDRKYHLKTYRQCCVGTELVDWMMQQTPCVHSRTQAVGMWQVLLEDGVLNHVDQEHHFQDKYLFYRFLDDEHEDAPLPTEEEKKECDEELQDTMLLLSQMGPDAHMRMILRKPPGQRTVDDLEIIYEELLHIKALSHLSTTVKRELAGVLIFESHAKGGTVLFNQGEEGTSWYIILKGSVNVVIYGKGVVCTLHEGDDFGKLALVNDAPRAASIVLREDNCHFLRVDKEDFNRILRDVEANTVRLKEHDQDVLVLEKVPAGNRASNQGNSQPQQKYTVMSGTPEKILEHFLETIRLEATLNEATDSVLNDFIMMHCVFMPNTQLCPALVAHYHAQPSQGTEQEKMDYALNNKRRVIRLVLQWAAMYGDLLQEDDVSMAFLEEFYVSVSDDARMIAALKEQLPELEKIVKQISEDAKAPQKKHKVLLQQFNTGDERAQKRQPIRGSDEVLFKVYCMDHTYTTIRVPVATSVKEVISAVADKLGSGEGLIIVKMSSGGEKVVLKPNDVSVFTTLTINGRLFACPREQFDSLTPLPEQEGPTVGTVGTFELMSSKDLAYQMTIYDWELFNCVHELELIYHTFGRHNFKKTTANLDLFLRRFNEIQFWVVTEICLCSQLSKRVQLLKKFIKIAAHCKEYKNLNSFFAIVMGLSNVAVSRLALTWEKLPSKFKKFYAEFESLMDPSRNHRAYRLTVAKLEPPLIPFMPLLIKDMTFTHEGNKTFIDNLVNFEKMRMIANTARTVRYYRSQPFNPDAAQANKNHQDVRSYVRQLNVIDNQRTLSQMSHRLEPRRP
A549 viability: A549 cytotoxicity, counter-screen for Nrf2 inhibitors; A549 ARE-Fluc cells, CellTiter-Fluor viability, 18-24 h; AID 504648; Potency, µM (titrated, usually from 46 µM), for inactives: at the highest dose activity change, negative = cytotoxicity, actives largely listed as inhibitors; 390,000 compounds, 0.16% hits; also: % is scaled to controls: 0 for no effect and ±100 for the full control effect
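Cytotoxicity counterscreen: CellTiter-Fluor fluorescence was measured in A549 ARE_Fluc cells after 18-24 h of compound exposure in a concentration series. The subsequent BugLite luminescent read reports ARE-luciferase activity.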
ATXN2 expr inh: inhibitors of ATXN2 expression | 360,000 compounds, 0.72% hits | Potency, µM (doses to about 57 µM), without a hit: at the top dose activity change, negative = inhibition, actives largely listed as inhibitors | HEK-293 ATXN2-luciferase reporter, luminescence, 24 h; also: % is scaled to controls: 0 for no effect and ±100 for the full control effect; nearly all actives have a fitted effect of over 55% in size
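qHTS (up to 57 uM final) was run with 24 h compound exposure of reporter cells at 37 °C. Each well was multiplexed: SteadyGlo luminescence measured ATXN2-luciferase expression after a fluorogenic Gly-Phe-AFC viability readout (25 uM final).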
MCF10A rereplic: inducers of DNA re-replication in MCF 10A breast cells; 350,000 compounds, 2.9% hits; AID 624296; Potency, µM (doses to about 46.1 µM), for the others: at the top dose activity, positive = re-replication, actives largely listed as activators; MCF 10A DNA re-replication, Hoechst nuclear intensity, 48 h; also: % of control where 0% means no effect; nearly all actives have a fitted effect of over 50% in size
TGFb SMAD3 inh: TGF-b pathway inhibition | Potency, µM (series often up to 46.1 µM), inactives show top-dose activity, negative = inhibition, hits mostly inhibitors | HepG2 CAGA-GFP TGF-b/SMAD3 reporter, GFP fluorescence, 18 h; TGF-beta stimulated, 500 pg/mL final | 410,000 compounds, 1.2% hits | AID 588855; also: % is scaled to controls: 0 for no effect and ±100 for the full control effect; nearly all actives have a fitted effect of over 65% in size
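Using HEPG2 CAGA-GFP reporter cells at 1000 cells/well, we pinned test compounds, stimulated with recombinant TGF-beta (500 pg/mL final) and measured total well GFP after 18 h.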
Nrf2 block: inhibitors of Nrf2 signaling | A549 ARE-Fluc reporter, luciferase luminescence, 18-24 h | Potency, µM (titrated, usually from 46 µM), without a hit: top-dose activity change, negative = inhibition, most hits filed as inhibitors | 360,000 compounds, 2.1% hits; also: % is scaled to controls: 0 for no effect and ±100 for the full control effect; nearly all actives have a fitted effect of over 60% in size
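Quantitative HTS in A549 cells stably bearing an antioxidant response element-firefly luciferase construct. Inhibition of Nrf2-driven transcription was scored by luminescence after 18-24 h of compound exposure at 37 °C.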
Nrf2 ARE act: activates Nrf2 signaling; AREc32 ARE-luciferase reporter (MCF7-derived line), luminescence, 24 h; Potency, µM (highest dose often 46.1 µM), inactives show at the top dose activation, most hits filed as activators; 410,000 compounds, 0.31% hits; also: % of control where 0% means no effect; nearly all actives have a fitted effect of over 65% in size
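Luminescent ARE reporter assay in AREc32_Fluc cells: overnight plating at 37 deg C, 24 hr compound incubation, Steady-Glo added, 30 min RT before reading.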
S2 tox: cell viability loss in ATXN counter-screen | S2 cells (HEK-293 line with an ATXN2-luciferase reporter) viability, CellTiter-Fluor protease fluorescence, 24 h | Potency, µM (titrated, usually from 56.7 µM), most hits filed as cytotoxic | 400,000 compounds, 0.49% hits | AID 651635; also: nearly all actives have a fitted effect of over 40% in size
HepG2 viability: kills HepG2 cells in TGF-b inhibitor counter-screen. HepG2 CAGA-GFP viability, ATP luminescence, 18 h. Potency, µM (top dose mostly 46.1 µM), for inactives: at the highest dose activity change, negative = cytotoxicity, most hits filed as cytotoxic. 410,000 compounds, 0.76% hits. AID 588856; also: some results filed as inactive show a strong effect at the top dose
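HepG2 CAGA-GFP cells (1000/well, DMEM with 1% FBS) received compound, then TGF-beta at 500 pg/mL final, and were incubated 18 hours at 37 degrees C. Viability was read by CellTiter-Glo luminescence. Media-only wells were set as complete cell-killing and DMSO as no toxicity.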
* hit, by the source's call; i = inactive; u = inconclusive; x = no result given; [ ] = dose if it differs, or a comment. Calls follow the shape of the dose curve; as a rule, active = well fitted curve in the direction sought with a large enough effect; inconclusive = small, poorly fitted or top-dose-only effect, or another doubt; inactive = no such curve, though single readings can be large; an effect the other way counts as inactive or inconclusive. Potency is read from the fitted curve at half-maximal effect. These rows are one share of the data. The share of hits here may be higher or lower than overall.

Compound	EPAC2 antag	A549 viability	ATXN2 expr inh	MCF10A rereplic	TGFb SMAD3 inh	Nrf2 block	Nrf2 ARE act	S2 tox	HepG2 viability
Cc1cc(C)c(C(=O)C2OC(=O)C(C)(C)C(=O)C2(C)C)c(C)c1 (stereo not drawn)	0%	0%	-22%	1%	9%	x	-1.0%	i	2%
COc1cc(OC)c2c(-c3cccc(-c4ccc(C(C)=O)cc4)c3)cc(=O)oc2c1	5%	-8%	2%	0.65µM*	u	-7%	0.7%	i	2%
Cc1ccc(NS(=O)(=O)c2ccc(-c3cnc(C4CC4)o3)cc2)cc1	-14%	-3%	x	10µM*	u	u	-0.1%	u	-14%
Cc1cccc(N(C)S(=O)(=O)c2nnc(NC(=O)c3ccco3)s2)c1	-12%	2%	x	-3%	2%	2%	-0.7%	u	-5%
CCOC(=O)c1[nH]c2ccccc2c1NC(=O)c1ccc(OC(C)C)cc1	x	7%	7%	x	u	-8%[9.27 µM]	0.5%	i	-25%
COc1cc(OC)cc(C(=O)N2CCN(c3ccc(N4CCOCC4)nn3)CC2)c1	24%	-2%	5%	u	5%	-10%	0.5%	i	-2%
Cc1nc2ccc(S(=O)(=O)N(CC(=O)Nc3cccc(F)c3)Cc3ccccc3)cc2s1	x	2%	-11%	x	u	x	2.8%	i	-26%
Cc1ccccc1Cn1c(=O)n(-c2ccc(Cl)cc2)c(=O)c2c3c(sc21)CCCC3	x	-4%	16%	x	0%	10%	-0.8%	i	-2%
CSc1ccc(CCNC(=O)c2ccc3c(c2)nc2n3CCOC2)cc1	x	0%	x	x	u	x	3.4%	x	5%
COc1ccc(Cl)cc1NC(=O)Cn1nnc(C(=O)NCCc2ccc(OC)c(OC)c2)c1N	-23%	5%	x	23%	-3%	-6%	-0.6%	u	-11%
Cc1c(C)n(Cc2ccc(F)cc2)c2ccc(C(=O)NCc3ccco3)cc12	x	0%	x	x	-1%	u	0.4%	x	-21%
O=C(COc1ccc(F)cc1)Nc1cccc(OCc2cc(=O)n3ccccc3n2)c1	x	-13%	x	x	-4%	x	0.1%	x	-2%
CCOC(=O)C1CCN(Cc2ccc(OC)c(C)c2OC)CC1	-1%[57.1 µM]	-1%	-13%	3%	1%	-9%	-0.4%	i	2%
O=C(CSc1nc2ccccc2s1)CSc1nc2ccccc2s1	-9%	6%	14%	3%	-17%	7%	5.4%	i	-32%
Cc1cc2nncn2c(Cc2ccccc2)n1	15%	-2%	7%	4%	6%	-2%	-0.7%	i	5%
CCOc1ccc(NC(=O)c2cnn(-c3ccc(C)c(Cl)c3)c2C2CCNCC2)cc1	x	-20%	-13%	x	-26%	13%	0.7%	i	-27%
CCCCc1c(O)nc(SCC(=O)Nc2ccc(C)cc2)n(-c2ccc(OC)cc2)c1=O	9%	-3%	15%	0%	-10%	17%	0.3%	i	-5%
CN1CCN(S(=O)(=O)c2cccc(C(=O)NCc3ccc(Cl)cc3)c2)CC1	11%	0%	4%	1%	1%	-12%	-0.6%	i	2%
O=C(CSCc1ccccc1)Nc1ccccc1C(=O)Nc1ccc(C(=O)O)cc1	18%	3%	46%[activator]	24%	20%	7%	0.6%	i	26%
Cc1ccc(NC(=O)C2CCCN(c3nnc(C)c4c(C)n(-c5ccccc5)nc34)C2)c(Cl)c1 (stereo not drawn)	x	-4%	u	x	-5%	u	1.0%	u	-30%
CCc1nc2c(OCCC3CCCCC3)cccn2c1N(C)C(=O)c1ccc(OC)cc1	-5%	x	u	x	u	x	-0.2%[9.22 µM]	u	-81%
CN(C)S(=O)(=O)c1ccc(C(=O)OCC(=O)Nc2ccc(OC(F)F)cc2)cc1	-8%	-8%	5%	1%	2%	7%	-0.7%	i	1%
COC(=O)c1cccc(-n2c(=O)n(Cc3ccccc3)c(=O)c3[nH]cnc32)c1C	9%	-1%	-14%	2%	-19%	16%	-0.3%	i	-25%
COc1cccc(-c2nnc(-c3ccc(C)o3)o2)c1	1%	0%	1%	2%	5%	u	9.0%	i	-16%
COCC(C)NC(=O)CSc1nnc(-c2cccc(S(=O)(=O)N3CCCCC3)c2)o1 (stereo not drawn)	2%	3%	x	-2%	5%	-15%	-0.4%	i	-19%
CC1Cc2nc(SCC(=O)Nc3ccc4c(c3)OCO4)n(Cc3ccccc3)c(=O)c2S1 (stereo not drawn)	3%	-2%	106%[activator]	u	-9%	u	2.9%	i	-4%
Cc1nc(SCC(=O)c2cc(C)n(C3CC3)c2C)c2ccccc2n1	-7%	x	x	x	2%	x	2.8%	i	-47%
CN1CCN(C(=O)c2ccccc2NC(=O)c2cccc(Cl)c2)CC1	2%	-18%	-4%	-8%	1%	-13%	-0.2%	i	-2%
COc1ccc(N(C(=O)CNC(=O)c2ccco2)C(C(=O)NC2CCCC2)c2ccncc2)cc1 (stereo not drawn)	8%	-2%	0%	1%	-21%	0%	-0.5%	i	-16%
CCCSc1nc(C)cc(C)c1S(=O)(=O)c1ccccc1C	10µM*	-2%	-14%	-3%	-13%	-7%	0.8%	i	-3%

Among those listed so far, these contain an NH in an aromatic ring:
Compound	EPAC2 antag	A549 viability	ATXN2 expr inh	MCF10A rereplic	TGFb SMAD3 inh	Nrf2 block	Nrf2 ARE act	S2 tox	HepG2 viability
CCOC(=O)c1[nH]c2ccccc2c1NC(=O)c1ccc(OC(C)C)cc1	x	7%	7%	x	u	-8%[9.27 µM]	0.5%	i	-25%
COC(=O)c1cccc(-n2c(=O)n(Cc3ccccc3)c(=O)c3[nH]cnc32)c1C	9%	-1%	-14%	2%	-19%	16%	-0.3%	i	-25%

(cont.)
Compound	EPAC2 antag	A549 viability	ATXN2 expr inh	MCF10A rereplic	TGFb SMAD3 inh	Nrf2 block	Nrf2 ARE act	S2 tox	HepG2 viability
COC(=O)c1cc(-c2ccc(OC)c(OC)c2)on1	6%	-2%	3%	-2%	-12%	12%	-0.6%	u	-13%
COc1ccc(NC(=O)/C(=C/c2cccs2)NC(=O)c2ccco2)cc1	5%	-3%	-17%	-32%	0%	7%	-0.2%	i	-30%
CCN(CC)CCNC(=O)c1sc2ncccc2c1-n1cccc1	x	5%	6%	x	0%	x	1.2%	i	0%
O=[N+]([O-])c1ccc(N2CCCCC2)cc1NCCOc1ccccc1	-3%	0%	21%	9%	-13%	9%	-0.3%	i	4%
CCCCc1nnc(NC(=O)c2ccccc2OCc2c(C)noc2C)s1	0%	-6%	8%	8%	3%	-9%	0.5%	i	5%
Cc1ccc(C(=O)Nc2nc(-c3ccccn3)cs2)s1	-8%	-25%	u	18%	u	-18%	5.5%	i	-8%
Cc1ccc(C)c(OCc2cc(C(=O)NC(c3ccccn3)C(F)(F)F)no2)c1 (stereo not drawn)	-6%	11%	-20%	19%	0%	-21%	3.9%	i	-33%
CCOCC(=O)Nc1cc(S(=O)(=O)N2CCOCC2)ccc1N1CCCCC1	-1%	-2%	-22%	u	3%	-26%	2.4%	i	-10%
COc1ccc(OS(=O)(=O)c2ccc(N3C(=O)CCC3=O)cc2)cc1	-6%	-1%	0%	13%	-14%	2%	-0.3%	i	-4%
COc1cccc(N2C(=O)CC(N3CCc4ccccc4C3)C2=O)c1 (stereo not drawn)	1%	-1%	-17%	-4%	1%	4%	0.0%	i	0%
CC(C)NC(=O)Nc1n[nH]c(Nc2ccc(Cl)cc2)n1	8%	-1%	22%	-1%	2%	7%	0.1%	i	3%
Cc1cc(NC(=O)Cc2ccsc2)ccc1Br	-17%	-3%	6%	10%	-4%	-28%	2.1%	i	2%
N#Cc1cccc(NC(=O)Cn2nc(Cc3ccncc3)c3ccccc3c2=O)c1	x	-9%	x	x	-9%	-25%	0.3%	x	-20%
O=C(Nc1cccc(S(=O)(=O)N2CCCCC2)c1)c1cc(=O)[nH]c2ccccc12	1%	0%	0%	-1%	0%	-17%	-0.3%	i	-1%
CC(C)CN(CC(C)C)C(=O)C12CCC(C)(C(=O)O1)C2(C)C (stereo not drawn)	4%	-4%	-17%	0%	-24%	-10%	0.3%	i	-14%
O=[N+]([O-])c1cc(-c2nc(-c3ccccc3)no2)ccc1NC1CCCCC1	x	0%	9%	x	-8%	u	8.0%	i	-8%
COc1ccc(OCc2cc(C(=O)NC(C)Cc3ccccn3)no2)c(Cl)c1 (stereo not drawn)	-16%	3%	4%	1%	-13%	13%	-0.1%	i	-12%
Cn1nnnc1SCC(=O)N1N=C(c2cccs2)CC1c1cccs1 (stereo not drawn)	-10%	3%	9%	7%	-1%	14%	1.7%	i	4%
O=C(CN1C(=O)NC2(CCc3ccccc32)C1=O)NCC(=O)Nc1ccc(F)cc1 (stereo not drawn)	3%	10%	6%	-2%	-18%	-6%	-0.8%	i	-3%
CCc1nc2c(OCc3c(C)noc3C)cccn2c1N(C=O)Cc1ccccc1	7%	x	-16%	x	5%	x	0.1%	i	2%
c1cncc(-c2noc(CC3CCCCC3)n2)c1	-5%	-2%	37%	16%	0%	1%	2.3%	i	-5%
CS(=O)(=O)c1ccccc1C(=O)N(CCc1ccccc1)Cc1ccccc1	-14%	7%	7%	14%	-1%	-2%	0.0%	i	-17%
COc1cccc(C2CC(=O)Nc3c2c(=O)[nH]c2ncnn32)c1OC (stereo not drawn)	x	-1%	9%	x	3%	8%	-0.7%	i	-3%
O=C(NCCCn1ccnc1)c1ccc(Br)o1	-3%	-3%	2%	3%	8%	7%	-0.9%	i	0%
Cc1ccc(NC(=O)CN(C)C(=O)c2nn(C)c(=O)c3ccccc23)cc1	7%	-2%	-6%	-2%	-1%	-16%	-1.1%	i	2%

Marked active in EPAC2 antag, of those listed so far:
SMILES | EPAC2 antag | TGFb SMAD3 inh | Nrf2 block | Nrf2 ARE act
CCCSc1nc(C)cc(C)c1S(=O)(=O)c1ccccc1C | 10µM* | -13% | -7% | 0.8%
